Source: PubChem BioAssay
PAFAH1B2 inh = inhibitors of human PAFAH1B2 | P68402 | recombinant PAFAH1B2, FP-rhodamine activity probe, fluorescence polarization | inhibition, % at 3.39 µM | 340,000 tested, 1.2% active | AID 492953;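 active = inhibition above the mean of all tested compounds plus 3 SD, cut at about 24% in these data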;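 also: 0% = enzyme with DMSO and 100% = wells lacking PAFAH1B2; many of its hits are not listed in these tables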
Target sequence (P68402 whole entry, looked up): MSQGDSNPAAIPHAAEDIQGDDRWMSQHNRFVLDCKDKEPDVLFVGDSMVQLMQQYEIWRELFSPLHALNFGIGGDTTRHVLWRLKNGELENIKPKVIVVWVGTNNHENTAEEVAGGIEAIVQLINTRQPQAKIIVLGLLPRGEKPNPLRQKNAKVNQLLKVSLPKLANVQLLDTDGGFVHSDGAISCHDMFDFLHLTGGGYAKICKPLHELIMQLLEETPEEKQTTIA
LYPLA1 inh = counter-screen for PME1 inhibitors: inhibitors of human LYPLA1; inhibition, % at 5.9 µM; 320,000 tested, 0.16% active; AID 2174; recombinant LYPLA1, FP-Rh probe fluorescence polarization;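 active = inhibition above the mean of all tested compounds plus 3 SD, set per campaign, cut at about 14% in these data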;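 also: inhibitors block serine hydrolase probe labeling of LYPLA1 so polarization falls; 0% = enzyme with DMSO and 100% = wells lacking LYPLA1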
LYPLA2 inh = counter-screen for PME1 inhibitors: inhibitors of human LYPLA2; AID 2177; inhibition, % at 5.9 µM; 320,000 tested, 0.38% active; O95372; recombinant LYPLA2, FP-Rh probe fluorescence polarization;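 active = inhibition above the screen-wide mean plus 3 SD, limit set per campaign, cut at about 26% in these data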;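 also: 0% = LYPLA2 with DMSO and 100% = wells lacking LYPLA2 enzyme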
Target sequence (O95372 whole entry, looked up): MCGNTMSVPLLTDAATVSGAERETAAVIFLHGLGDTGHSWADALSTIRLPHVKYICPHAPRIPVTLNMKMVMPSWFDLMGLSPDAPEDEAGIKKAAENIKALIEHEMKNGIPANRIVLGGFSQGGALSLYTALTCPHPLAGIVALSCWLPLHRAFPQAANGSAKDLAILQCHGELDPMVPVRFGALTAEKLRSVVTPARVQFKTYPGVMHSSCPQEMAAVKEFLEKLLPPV
PREPL inh = human PREPL enzyme inhibition; Q4J6C6; recombinant PREPL, fluorescence polarization activity-based probe; inhibition, % at 5.96 µM; 320,000 tested, 0.68% active; AID 2751; in the data active = inhibition above about 43%;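 also: 0% = enzyme with DMSO and 100% = wells lacking enzyme; many of its hits are not listed in these tables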
PAFAH1B3 FP inh = PAFAH1B3 (human) inhibition; 340,000 tested, 0.28% active; inhibition, % at 3.39 µM; recombinant PAFAH1B3, FP-rhodamine probe, fluorescence polarization;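 active = inhibition above the screen-wide average of all tested compounds plus 3 SD, cut at about 25% in these data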;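 also: 0% = enzyme with DMSO only and 100% = wells lacking PAFAH1B3 protein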
Target sequence (Q15102 whole entry, looked up): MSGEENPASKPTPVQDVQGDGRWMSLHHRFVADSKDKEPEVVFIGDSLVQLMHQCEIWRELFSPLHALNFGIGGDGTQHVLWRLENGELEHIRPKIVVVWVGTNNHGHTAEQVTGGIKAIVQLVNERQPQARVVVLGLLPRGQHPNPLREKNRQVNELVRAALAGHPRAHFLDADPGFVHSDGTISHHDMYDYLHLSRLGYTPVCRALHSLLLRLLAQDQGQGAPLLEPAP
GSTO1 inh = blocks human GSTO1 in RBBP9 counter-screen; P78417; recombinant GSTO1, activity-based probe fluorescence polarization; inhibition, % at 5.96 µM; 300,000 tested, 1.1% active;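 active = inhibition above the campaign mean inhibition plus 3 SD, cut at about 35% in these data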;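 also: 0% = GSTO1-1 with DMSO and 100% = wells lacking GSTO1-1 enzyme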
Target sequence (P78417 whole entry, looked up): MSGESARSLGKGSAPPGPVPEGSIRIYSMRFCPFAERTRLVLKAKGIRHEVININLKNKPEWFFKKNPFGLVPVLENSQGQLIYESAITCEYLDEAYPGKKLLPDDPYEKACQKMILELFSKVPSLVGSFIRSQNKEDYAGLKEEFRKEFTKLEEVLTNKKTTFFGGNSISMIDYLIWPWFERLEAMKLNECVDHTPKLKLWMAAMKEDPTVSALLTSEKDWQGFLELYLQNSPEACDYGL
PAFAH2 inh = inhibitors of human PAFAH2. Q99487. recombinant PAFAH2, FP-rhodamine activity probe, fluorescence polarization. inhibition, % at 3.39 µM. 340,000 tested, 0.99% active. AID 492956;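 active = inhibition above the mean over all tested compounds plus 3 SD, cut at about 30% in these data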;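 also: inhibitors block probe labeling of enzyme so polarization drops; 0% = enzyme with DMSO and 100% = wells lacking PAFAH2 protein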
pPAFAH FP inh = inhibitors of human plasma PAF acetylhydrolase (pPAFAH). Q13093. recombinant pPAFAH, FP-rhodamine probe fluorescence polarization. inhibition, % at 3.39 µM. 330,000 tested, 1.5% active;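 active = inhibition above the mean inhibition across the screen plus 3 SD, cut at about 25% in these data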;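 also: inhibitors block binding of the rhodamine activity-based probe so polarization drops; 0% = enzyme with DMSO and 100% = wells lacking pPAFAH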
PAD4 FP inh = inhibitors of human PAD4; inhibition, % at 6.36 µM; AID 485272; 330,000 tested, 0.41% active; recombinant PAD4, RCA probe fluorescence polarization; Q9UM07;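 active = percent inhibition above a cutoff equal to the mean of all tested compounds plus 3 SD, cut at about 15% in these data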;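 also: 0% = PAD4 with RCA probe and DMSO and 100% = probe without PAD4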
Numbers without * were called inactive; nt = not tested or not shown. A portion of the library; the hit share may differ from the screen's.

SMILES	PAFAH1B2 inh	LYPLA1 inh	LYPLA2 inh	PREPL inh	PAFAH1B3 FP inh	GSTO1 inh	PAFAH2 inh	pPAFAH FP inh	PAD4 FP inh
CCOCCn1c(CN2CCN(C(c3ccccc3)c3ccccc3)CC2)nc2c1c(=O)n(C)c(=O)n2C	-0.9	-0.9	-3.4	11.3	4.1	-2.1	-5.0	5.1	-1.1
COc1ccc2cc(C(c3nnnn3CC3CCCO3)N3CCOCC3)c(=O)[nH]c2c1 (configuration not stated)	1.9	-0.2	2.1	0.0	5.8	-1.6	-1.5	1.7	-1.7
COc1cc(C(=O)N2CCCc3ccccc32)c([N+](=O)[O-])cc1OC	0.2	-4.1	-5.0	-5.2	2.2	1.9	2.7	4.2	0.2
CC12CCC(C(=O)N(Cc3ccccc3)Cc3ccccc3)(OC1=O)C2(C)C (configuration not stated)	3.1	-0.6	-4.2	-3.2	2.3	1.3	0.3	5.7	0.1
CCCCc1ccc(N=N/C(C(=O)Nc2ccccc2OC)=C(/C)O)cc1	2.9	2.4	2.2	2.4	2.1	1.1	4.3	-1.0	1.4
COc1cccc(C(C(=O)NC2CCCC2)N(Cc2ccccc2OC)C(=O)c2ccco2)c1 (configuration not stated)	7.0	-0.7	-3.8	-1.9	0.8	3.0	-0.2	0.8	4.1
CC1CC(C)CN(C(=S)SCc2nc(N)nc(Nc3ccccc3)n2)C1 (configuration not stated)	5.8	-5.1	-10.1	-17.2	1.2	2.8	20.9	-2.1	0.4
COc1ccc(-c2noc(CN(C)S(=O)(=O)c3ccc(C)cc3)n2)cc1	9.1	6.5	25.5	-21.4	5.0	6.5	1.2	9.1	0.9
COc1ccc(NC(C)=O)cc1NC(C)c1nc2sc(C)c(C)c2c(=O)[nH]1 (configuration not stated)	2.5	3.9	10.6	-6.3	-1.4	-1.8	-2.2	6.6	-0.8
Nc1nonc1-c1noc(-c2ccccc2Br)n1	2.2	-0.4	2.8	-10.6	10.4	-10.8	-20.3	3.3	-1.9
Cc1cccc(-n2c(=O)c3ccccc3n3c(=S)[nH]nc23)c1C	6.0	-1.2	-4.6	2.2	0.9	6.6	9.3	1.4	2.4
N/C(CSc1nc(-c2ccccc2)c(-c2ccccc2)o1)=N\O	5.9	-6.0	-8.0	2.2	0.3	-2.5	0.5	3.4	-2.4
COc1cc(CCCN2C(=O)C(=O)NC[C@@H]2C(C)O)cc(OC)c1OC (some centres not stated)	3.2	1.4	0.9	0.2	5.8	6.7	-3.0	-0.7	2.3
O=C(CN1C(=O)NC2(CCCC2)C1=O)N1CCN(c2ccccc2O)CC1	10.5	-3.2	2.6	19.5	-4.4	16.3	6.8	-5.0	-0.2
O=C(NC1=NCCS1)c1cc(-c2cccnc2)nc2ccccc12	3.1	0.3	3.1	2.5	0.6	-2.6	-0.4	8.3	0.2
Cc1ccccc1-c1nc(CS(=O)(=O)CC(=O)NCCCN2C(C)CCCC2C)c(C)o1 (configuration not stated)	5.3	-1.3	0.5	36.5	-9.7	-0.6	-5.9	-2.3	0.3
Cc1cc(C)c(C#N)c(N2CCN(c3ccc(F)cc3)CC2)n1	1.1	1.0	10.8	9.7	2.6	0.0	-0.6	4.2	-1.6
CC(C)CN1C(=O)/C(=C(/C#N)C(=O)NC2CCCCC2)c2ccccc21	5.4	1.0	1.1	-0.4	12.2	5.5	0.7	2.4	-1.5
CC(C(=O)NCCS(=O)(=O)c1ccc(Cl)cc1)S(=O)(=O)c1ccccc1 (configuration not stated)	8.7	0.8	-3.9	3.6	-1.3	5.3	-5.3	6.0	2.2
CCNC(=S)N(CCc1ccccc1C)Cc1cc2cc(OC)c(OC)cc2[nH]c1=O	1.8	-2.1	0.6	11.0	2.0	5.0	6.4	6.3	3.9
COc1ccc(NC(=O)Cn2cnc3sc(C)c(S(=O)(=O)N4CCN(C)CC4)c3c2=O)cc1OC	8.4	2.6	1.6	14.3	2.9	-2.9	-1.8	-2.0	-4.4
CC[C@]12c3[nH]c4cc(-c5ccco5)ccc4c3CCN1C(=O)[C@@H](CC(=O)NCc1cccc(C(F)(F)F)c1)C[C@@H]2C(=O)N1CCN(C(=O)C2CC2)CC1	2.0	nt	nt	nt	9.8	nt	-0.8	11.7	-0.6
CCOc1ccccc1C(=O)NC(C)CCc1ccccc1 (configuration not stated)	nt	0.5	-5.3	-2.1	nt	9.7	nt	-0.3	-1.1
Cc1cccnc1NC(=O)c1ccc(C(=O)c2ccccc2)cc1	1.6	-0.1	3.8	6.2	8.4	-2.6	8.7	2.1	1.5
Cc1c(C(=O)NCc2ccccc2CN2CCCC2)oc2c(F)cccc12	5.7	2.0	7.3	11.7	-2.1	nt	2.4	2.4	1.8
CCc1csc(CNC(=O)C2CCC(=O)N(Cc3cccc(F)c3)C2)n1 (configuration not stated)	-5.2	1.0	3.4	-0.6	6.5	2.1	0.2	2.1	-3.2
CN(C)C(=O)C12CCC(C)(C(=O)C1Br)C2(C)C (configuration not stated)	-2.8	1.6	6.5	2.2	6.0	7.5	-4.2	-1.0	2.8
COC(=O)C1=C(C)N(CCCC(=O)O)C(=O)NC1c1cc2c(cc1[N+](=O)[O-])OCO2 (configuration not stated)	5.5	-4.1	-11.6	3.8	8.0	-13.9	12.0	29.6*	-9.1
O=C(CSc1nc2ccccc2s1)N1CCN(C(=O)c2ccco2)CC1	-2.2	3.3	9.4	-13.8	-0.3	7.6	2.8	1.8	14.5
COCCNc1ncnc2c1cnn2Cc1ccccc1Cl	-4.9	1.3	1.9	4.4	-0.9	5.3	-9.6	4.8	1.0
NC(N)=NNC(=O)c1ccccc1Cl	0.5	-3.3	0.3	3.0	9.7	-0.2	5.5	3.2	2.4
CCOC(=O)CN(C)Cc1cn[nH]c1-c1ccc2cc(OC)ccc2c1	-1.4	0.1	-0.7	28.7	-1.2	5.8	-2.6	1.3	-0.9
Cn1nc(-c2ccc(N3CCCCC3)c(NC(=O)c3ccco3)c2)c2ccccc2c1=O	1.0	-3.8	-2.9	9.8	4.9	10.2	1.7	3.0	1.1
O=C(NCC1CCN(Cc2ccccc2Cl)CC1)Nc1cccc(Cl)c1	-0.6	-1.0	2.2	1.8	10.9	4.5	-2.4	4.5	0.9
COc1ccc(CCNC(=O)Cn2cnc3c(nnn3Cc3ccc(C)cc3)c2=O)cc1OC	1.4	3.1	2.2	13.2	0.4	3.5	1.6	-4.7	1.4
CC1CCCCN1C(=O)CSc1nc2ccccc2n1CC(=O)N1CCc2ccccc21 (configuration not stated)	2.9	0.0	3.5	20.3	14.1	-6.2	-3.9	1.8	-3.2
Cc1c(NC(=O)COC(=O)c2cccn2C)c(=O)n(-c2ccccc2)n1C	5.0	nt	nt	5.3	6.7	nt	0.2	6.0	4.8
O=Cc1ccc(-c2nc3ccccc3s2)o1	-5.6	1.6	2.2	7.9	1.4	0.7	-4.7	3.2	1.5
Cc1ccc(-c2nn(-c3ccccc3)cc2/C=N/NS(=O)(=O)c2ccccc2)cc1	20.5	-12.3	-15.2	8.1	0.4	-4.8	2.8	0.8	-0.7
CC(=O)N1CCN(c2nnnn2-c2ccccc2)CC1	3.2	1.8	9.6	3.8	5.6	-0.6	-0.1	1.1	-0.4
Cc1ccc(Cc2nnc(SCC(=O)Nc3ccc(C)cc3C)[nH]c2=O)cc1	19.7	1.8	8.1	15.5	8.9	-9.1	-4.4	-2.7	5.3
CC1(C)CC(=O)c2sc(NC(=O)CCS(=O)(=O)c3ccccc3)nc2C1	1.6	-1.2	-5.6	-4.4	2.5	-2.7	11.4	6.5	2.2
COC(=O)c1oc2ccc(Br)cc2c1NC(=O)CCCN1C(=O)c2ccccc2C1=O	3.6	-1.1	-1.2	-10.4	-2.3	3.7	-6.7	-2.4	0.1
S=c1[nH]nc(COc2ccccc2)n1/N=C/c1ccccc1Br	9.1	-0.2	4.4	-2.7	9.0	3.6	10.7	12.9	-2.2
Cc1ccc(C(=O)NCC(=O)OCn2nnc3ccccc3c2=O)cc1	6.4	-1.6	0.0	-3.2	8.2	nt	8.2	1.3	-0.9
COc1ccc(NC(=S)N(CCN(C)C)C(C)c2ccncc2)cc1Cl (configuration not stated)	0.8	-1.2	6.3	-27.9	8.6	8.3	8.2	4.1	3.9
COc1ccc(CCNC(=O)C(=O)NCC2CCNCC2)cc1OC	-5.6	0.0	-5.1	2.8	1.6	3.0	-2.2	4.2	4.3
Cc1ccnc(NS(=O)(=O)Cc2ccccc2)c1	6.3	0.3	-3.8	1.8	1.3	4.7	-1.6	3.5	-0.7
COc1ccc(/C=C/C(=O)OCC(=O)NCc2cccs2)cc1OC	-1.4	-1.9	-1.4	0.6	-1.1	1.7	49.4*	7.2	1.0
CCN1C(=O)[C@H]2[C@@H](c3ccc(-c4ccccc4)cc3)N[C@@](Cc3ccccc3)(C(=O)OC)[C@H]2C1=O	4.3	-1.3	-3.0	-6.2	5.0	7.7	0.4	9.4	-2.4
CCOc1cccc(C(=O)NC(c2ccccc2)C(C)C)c1 (configuration not stated)	5.2	0.4	1.6	-0.4	5.4	-2.2	-3.0	6.3	-2.4
O=C(NCCc1ccccc1Cl)C1CCC(=O)N(CC2CCCCC2)C1 (configuration not stated)	-1.6	0.6	-5.5	18.8	4.9	1.1	8.1	-1.7	-2.9
Cc1ccc(CN(C)C(=O)c2ccc(NS(=O)(=O)c3ccc4[nH]c(=O)[nH]c4c3)cc2)cc1	2.5	2.4	7.3	-18.4	-0.4	-44.8	-5.7	2.2	-6.8
CC(=O)Nc1cccc(NS(=O)(=O)c2ccccc2[N+](=O)[O-])c1	5.3	2.9	1.5	-3.1	-1.6	7.9	5.8	2.0	-4.7
Clc1ncc2[nH]cnc2n1	3.5	3.7	2.2	16.2	-1.5	7.2	-2.5	0.8	5.8
CN1CC(=O)N(CC(=O)Nc2ccc(SC(F)F)cc2)C1=O	2.1	3.9	0.8	-30.4	3.8	5.2	-5.5	0.9	3.7
CCOc1ccccc1N(C)S(=O)(=O)c1ccc2c(c1)CCN2C(=O)CCC(=O)O	3.8	-3.5	-7.9	0.6	0.5	0.1	0.9	5.6	2.9
COC(=O)c1ccc(CN2CCCC(C(=O)Nc3cccc(-n4cccn4)c3)C2)cc1 (configuration not stated)	0.2	2.3	10.4	1.2	8.4	7.5	-3.5	2.9	0.7
Cc1cc2c3c(c1C)C1(C(=O)N3C(C)(C)CC2C)C(C#N)=C(N)OC2=C1C(=O)CC(C)(C)C2 (configuration not stated)	-2.3	-1.2	4.3	0.1	19.4	10.4	-3.8	4.8	2.5
CCCCNC(=O)c1ccc2nc(-c3ccco3)c(-c3ccco3)nc2c1	16.9	-12.0	-11.7	41.5	20.3	70.4*	29.4	61.2*	-7.2
CCCc1cc(C(F)(F)F)c(C#N)c(=O)[nH]1	10.6	-2.0	-3.1	5.7	-0.4	-2.1	-4.6	4.0	1.5
O=C(CNC(=O)c1ccccc1Br)N/N=C/c1cccnc1	3.6	0.5	-0.1	5.4	2.7	-3.0	1.7	5.0	1.2
Cc1ccc(S(=O)(=O)NN=C2CCN(Cc3ccccc3)CC2)cc1	1.9	1.9	3.9	-23.1	3.2	-1.5	-4.8	6.5	-0.1

One compound at a time (already shown). Order of screens: PAFAH1B2 inh | LYPLA1 inh | LYPLA2 inh | PREPL inh | PAFAH1B3 FP inh | GSTO1 inh | PAFAH2 inh | pPAFAH FP inh | PAD4 FP inh
COc1ccc(CCNC(=O)C(=O)NCC2CCNCC2)cc1OC in the list: -5.6 | 0.0 | -5.1 | 2.8 | 1.6 | 3.0 | -2.2 | 4.2 | 4.3
CC1(C)CC(=O)c2sc(NC(=O)CCS(=O)(=O)c3ccccc3)nc2C1 in the list: 1.6 | -1.2 | -5.6 | -4.4 | 2.5 | -2.7 | 11.4 | 6.5 | 2.2
